# Screening results deposited in PubChem BioAssay by National Center for Advancing Translational Sciences (NCATS).
# KB-V1 cytotox: KB-V1 MDR subline cytotoxicity. KB-V1 MDR cells viability, CellTiter-Glo, 72 h. Potency, µM (doses to about 46.1 µM), for inactives: at the top dose activity change, negative = cytotoxicity, hits mostly cytotoxic. 3.4% of 400,000 active. AID 1347076; also: potency is read from the fitted curve at half-maximal effect; % is scaled to controls: 0 for no effect and ±100 for the full control effect; nearly all actives have a fitted effect of over 60% in size
#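 Luminescent ATP read-out (CellTiter-Glo, 10 min) measures survival of drug-selected KB-V1 MDR cells after 72 h, 37 degrees C compound exposure. Medium: phenol-red-free DMEM, 10% FBS. Values from fitted concentration-response curves.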
# MCF10A rerep: inducers of DNA re-replication in MCF 10A breast cells; MCF 10A DNA re-replication, Hoechst nuclear intensity, 48 h; Potency, µM (titrated, usually from 46.1 µM), inactives show at the top dose activity, positive = re-replication, actives largely listed as activators; 2.9% of 350,000 active; AID 624296; also: potency is read from the fitted curve at half-maximal effect; % of control where 0% means no effect; nearly all actives have a fitted effect of over 50% in size
# HT1080 IDH1KD tx: HT-1080 IDH1 knockdown cell toxicity (counter line); HT-1080 IDH1 knockdown viability, ATP luminescence, 48 h; Potency, µM (top dose mostly 46.1 µM), for the others: at the highest dose activity, negative = toxicity, actives largely listed as cytotoxic; 2% of 360,000 active; AID 686971;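 also: potency is read from the fitted curve at half-maximal effect; 0% = DMSO wells and -100% = cell-free medium wells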
#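 Assay cells: HT-1080 with IDH1 knockdown, 750 per well, RPMI/5% FBS. Exposure: 48 h at 37 °C following 2 h pre-incubation. Read: CellTiter-Glo luminescence; fitted concentration-response, curve class assigned.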
# KB-3-1 tox: kills parental KB-3-1 adenocarcinoma cells. 1.4% of 400,000 active. KB-3-1 viability, CellTiter-Glo ATP luminescence, 72 h. Potency, µM (highest dose often 46.1 µM), for inactives: at the highest dose activity change, negative = cytotoxic, most hits filed as cytotoxic; also: potency is read from the fitted curve at half-maximal effect; % is scaled to controls: 0 for no effect and ±100 for the full control effect; nearly all actives have a fitted effect of over 60% in size
#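 Screening of KB-3-1 cells (DMEM, 10% FBS, phenol-red free) ran from lowest to highest compound concentration; after 72 h at 37 °C viability was read luminescently and curves fitted.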
# ATXN2 expr inh: reduces ATXN2 reporter expression in HEK-293 cells; HEK-293 ATXN2-luciferase reporter, luminescence, 24 h; Potency, µM (top dose mostly 57 µM), for inactives: top-dose activity change, negative = inhibition, usual class: inhibitors; 0.72% of 360,000 active; also: potency is read from the fitted curve at half-maximal effect; % is scaled to controls: 0 for no effect and ±100 for the full control effect; nearly all actives have a fitted effect of over 55% in size
#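 qHTS (up to 57 uM final) was run with 24 h compound exposure of reporter cells at 37 °C. Each well was multiplexed: SteadyGlo luminescence measured ATXN2-luciferase expression after a fluorogenic Gly-Phe-AFC viability readout (25 uM final).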
# SW480 rereplic: induces DNA re-replication in SW480 colon adenocarcinoma cells; Potency, µM (highest dose often 46.1 µM), without a hit: top-dose re-replication activation, actives largely listed as activators; 1.8% of 340,000 active; SW480 DNA re-replication, Hoechst DNA content imaging, 48 h; AID 624297; also: potency is read from the fitted curve at half-maximal effect; % of control where 0% means no effect; nearly all actives have a fitted effect of over 55% in size
#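 Readout is total intensity of Hoechst-stained nuclei, excited at 405 nm and collected at 500-530 nm. Compound treatment lasted 48 hr at 37 C in 5% CO2 before staining.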
# IL-1B inflam inh: inflammasome signaling inhibition, IL-1 beta readout; 4.7% of 360,000 active; AID 743279; activity change, % at 57.5 µM; THP-1 LPS/ATP IL-1B secretion, AlphaLISA, 16 h; stronger effect = lower value; in the data active = activity change below about -50%; inconclusive = mostly about -30% to -49%; also: % is scaled to controls: 0 for no effect and ±100 for the full control effect
#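 Secreted IL-1B measured by AlphaLISA bead assay after 16 h compound exposure of THP-1 cells; compounds (final up to 57.5 uM) added 1 h before LPS (250 ng/mL) and ATP (1.25 mM) stimulation; lower signal means less secretion.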
# HT1080-NT tox: kills 2HG-producing HT-1080-NT fibrosarcoma cells | HT-1080-NT fibrosarcoma viability, CellTiter-Glo ATP luminescence, 48 h | Potency, µM (doses to about 46.1 µM), for inactives: top-dose activity, negative = less viability, actives largely listed as cytotoxic | 1.6% of 360,000 active;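 also: NT is the 2HG producing partner of a matched IDH1 knockdown line; potency is read from the fitted curve at half-maximal effect; 0% = DMSO-treated cells and -100% = media-only wells without cells; nearly all actives have a fitted effect of over 55% in size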
#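 Luminescent CellTiter-Glo readout after 48 hours of compound exposure at 37 degrees C defined viability of HT-1080-NT cells. Activity was normalized to DMSO wells and cell-free media wells; concentration-response curves were fitted and assigned curve classes.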
# WRN helicase inh: inhibitors of human WRN helicase; Q14191; WRN helicase unwinding, fluorescent forked duplex, kinetic; Potency, µM (titrated, usually from 114 µM), inactives show at the highest dose activity change, negative = inhibition, usual class: inhibitors; 0.46% of 360,000 active; AID 651768; also: potency is read from the fitted curve at half-maximal effect; % is scaled to controls: 0 for no effect and ±100 for the full control effect; nearly all actives have a fitted effect of over 55% in size
# Target sequence (Q14191 whole entry, looked up): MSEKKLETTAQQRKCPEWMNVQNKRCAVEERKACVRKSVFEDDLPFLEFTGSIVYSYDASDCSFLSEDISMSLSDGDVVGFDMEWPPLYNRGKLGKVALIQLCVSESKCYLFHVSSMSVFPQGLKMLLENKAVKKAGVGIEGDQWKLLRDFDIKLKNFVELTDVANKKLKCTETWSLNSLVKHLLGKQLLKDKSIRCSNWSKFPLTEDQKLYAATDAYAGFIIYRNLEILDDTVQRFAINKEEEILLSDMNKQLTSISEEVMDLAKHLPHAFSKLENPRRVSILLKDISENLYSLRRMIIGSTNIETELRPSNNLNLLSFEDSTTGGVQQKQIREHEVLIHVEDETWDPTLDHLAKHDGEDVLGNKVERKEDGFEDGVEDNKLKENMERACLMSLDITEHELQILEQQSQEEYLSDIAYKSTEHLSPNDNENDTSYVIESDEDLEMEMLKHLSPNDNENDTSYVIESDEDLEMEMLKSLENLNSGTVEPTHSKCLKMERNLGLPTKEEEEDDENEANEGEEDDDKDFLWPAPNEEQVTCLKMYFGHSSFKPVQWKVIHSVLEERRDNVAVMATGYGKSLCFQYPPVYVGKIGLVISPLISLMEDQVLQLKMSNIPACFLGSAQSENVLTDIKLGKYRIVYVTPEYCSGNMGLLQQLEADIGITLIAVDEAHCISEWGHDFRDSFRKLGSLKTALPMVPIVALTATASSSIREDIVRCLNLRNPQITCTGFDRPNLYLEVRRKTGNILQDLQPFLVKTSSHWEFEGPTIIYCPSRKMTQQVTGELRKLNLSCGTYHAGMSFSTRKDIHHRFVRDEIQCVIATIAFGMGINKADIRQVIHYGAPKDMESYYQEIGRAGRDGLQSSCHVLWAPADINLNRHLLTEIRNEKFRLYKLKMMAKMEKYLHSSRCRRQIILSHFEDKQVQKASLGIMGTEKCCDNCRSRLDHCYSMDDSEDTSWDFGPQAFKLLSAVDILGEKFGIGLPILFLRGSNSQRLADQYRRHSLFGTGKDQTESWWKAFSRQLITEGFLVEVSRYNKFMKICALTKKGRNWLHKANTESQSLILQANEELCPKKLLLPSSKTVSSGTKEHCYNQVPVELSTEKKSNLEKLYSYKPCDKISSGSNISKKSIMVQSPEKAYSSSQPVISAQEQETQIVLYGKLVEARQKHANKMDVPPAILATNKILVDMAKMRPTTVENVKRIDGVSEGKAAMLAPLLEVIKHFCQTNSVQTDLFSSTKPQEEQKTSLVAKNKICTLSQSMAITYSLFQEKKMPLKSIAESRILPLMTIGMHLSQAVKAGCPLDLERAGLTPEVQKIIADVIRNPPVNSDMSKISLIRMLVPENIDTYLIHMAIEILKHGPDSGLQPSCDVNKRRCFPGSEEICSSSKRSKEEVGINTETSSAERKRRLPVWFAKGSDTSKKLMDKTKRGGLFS
#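 Kinetic red-fluorescence monitoring (525/598 nm) tracks WRN helicase activity after 100 nM fluorophore-quencher forked duplex and 2 mM ATP are added to 20 nM enzyme pretreated 15 min at room temperature with compound.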
# Active calls of the source: *; i = inactive; ? = inconclusive; · = no result given; [ ] = another dose, or the depositor's remark. Unless noted, calls follow the shape of the dose curve; as a rule, active = well fitted curve in the direction sought with a large enough effect; inconclusive = small, poorly fitted or top-dose-only effect, or another doubt; inactive = no such curve, though single readings can be large; an effect the other way counts as inactive or inconclusive.
# Each structure is followed by: KB-V1 cytotox	MCF10A rerep	HT1080 IDH1KD tx	KB-3-1 tox	ATXN2 expr inh	SW480 rereplic	IL-1B inflam inh	HT1080-NT tox	WRN helicase inh
- CC(NC(=O)c1ccccc1)c1nc2ccccc2n1Cc1ccc(C#N)cc1 (stereo unspecified)
  -5%	1%	-11%	6%	-31%	-4%	18	-3%	-4%
- COc1ccc(O)c(C(=O)c2cnn(C(=O)c3cccc(N(C)C)c3)c2)c1
  ?	-3%	-6%	11%	16%	-6%	-24	-6%	3%
- CC(C)Cn1c(N)c(C(=O)CSc2nnnn2C)c(=O)n(C)c1=O
  10%	-5%	11%	-6%	3%	-9%	15	21%	4%
- Cc1cc2cc(CCNS(=O)(=O)c3ccc(F)cc3)c(=O)[nH]c2cc1C
  7%	9%	-21%	-7%	-13%	8%	24	?	-1%
- O=C(NCC(c1ccco1)N1CCN(c2ccccc2)CC1)c1ccc2c(c1)OCO2 (stereo unspecified)
  ?	-1%	-8%	0%	-3%	-5%	12	-21%	-1%
- CC(CCc1ccccc1)NC(=O)C(=O)NCCO (stereo unspecified)
  22%	2%	11%	7%	-6%	1%	8	3%	-4%
- O=C(CSc1nc(=O)n(CCCN2CCOCC2)c2c1CCCC2)Nc1cccc([N+](=O)[O-])c1
  -3%	4%	1%	6%	-8%	-8%	-28	-7%	-11%
- O=C(Nc1ccc(C(=O)O)cc1)/C(=C\C=C\c1ccccc1)NC(=O)c1ccccc1Cl
  1%	?	-3%	1%	49%[activator]	2%	i	-1%	-22%
- O=[N+]([O-])c1cccc(-c2nnc(CNC3CC3)o2)c1
  -24%	13%	-3%	4%	9%	0%	32	-5%	-36%
- Cc1ccc(S(=O)(=O)N2CCCCCC2)cc1C(=O)Nc1cccnc1
  1%	-5%	11%	13%	3%	1%	0	-1%	-22%
- Cc1ccc(S(=O)(=O)NNc2nc3ccccc3nc2C(F)(F)F)cc1
  ?	?	-12%	4%	1%	?	-11	-15%	4%[57.1 µM]
- Cc1ccc(-c2nnn(CC(=O)N(Cc3ccco3)C(C(=O)NC(C)(C)C)c3cccs3)n2)o1 (stereo unspecified)
  -28%	15%	0%	8%	7%	-1%	-17	6%	-6%
- O=C(COC(=O)CCC1CCCC1)Nc1cccc(S(=O)(=O)N2CCOCC2)c1
  14%	-2%	11%	4%	-2%	11%	-87*	-2%	-7%
- CC1CCCCC1NC(=O)COC(=O)c1ccc(S(=O)(=O)NCc2ccco2)cc1 (stereo unspecified)
  ?	-177%[0.0737 µM]	17%	2%	-3%	-6%	12	-2%	-16%
- O=C(NC1CCCCC1)c1ccc2c(=O)n(CC3CCCO3)c(=O)[nH]c2c1 (stereo unspecified)
  14%	-3%	7%	13%	6%	-1%	0	7%	1%
- COc1cccc2cc(C(=O)OCC(=O)NC3CCCC(C)C3C)c(=O)oc12 (stereo unspecified)
  6%	2%	-4%	0%	16%	?	-6	13%	5%
- COc1ccc(C2CC(=O)Nc3cc(OC)c(OC)cc32)cc1Br (stereo unspecified)
  0%	?	2%	4%	-13%	-25%	0	8%	9%
- COc1cc(C(=O)N2CCc3ccccc32)c([N+](=O)[O-])cc1OC
  -8%	11%	4%	-2%	5%	0%	25	11%	5%
- Nc1ccc(C(=O)c2cccs2)cc1[N+](=O)[O-]
  10%	-1%	-1%	-6%	5%	3%	-17	22%	-8%
- CCCOc1ccc(C(=O)CCC(=O)OCC(=O)N2CCN(S(=O)(=O)c3ccc(C)cc3C)CC2)cc1
  -5%	2%	-2%	2%	·	-9%	15	-1%	-4%
- CC(C)C(=O)Nc1sc2c(c1C#N)CCCCC2
  -17%	9%	5%	19%	39%[activator]	-2%	-24	17%	-6%
- CCNC(=O)C1(C)CCN(C(=O)c2cccc(C#N)c2)C1 (stereo unspecified)
  4%	·	21%	0%	0%	·	12	5%	-6%
- O=c1[nH]c(CN2CCN(C/C=C/c3ccccc3)CC2)nc2cc(Cl)ccc12
  6%	?	-27%	4%	-25%	?	-72*	?	1%
- O=S(=O)(c1cccs1)N1CCc2ccccc21
  -3%	-1%	-2%	8%	0%	-5%	0	-2%	-6%
- COc1ccccc1NC(=O)Cn1c(=O)n(C)c(=O)c2sc3c(c21)COC(C)(C)C3
  -3%	-4%	-6%	-18%	·	-2%	1	-4%	3%
- COC(=O)c1ccccc1NC(=O)CCCCCn1nnc2ccccc2c1=O
  -11%	-4%	-3%	1%	·	-33%	15	4%	-7%
- O=C(CNC(=O)c1ccccc1F)OC1CCOC1=O (stereo unspecified)
  -2%	-1%	1%	-13%	-1%	22%	38	10%	-2%
- O=C(CCC(=O)Nc1ccc(F)cc1)N/N=C/c1cccnc1
  0%	5%	4%	12%	0%	-2%	0	7%	1%
- O=c1[nH]cc(F)c(=O)n1C1OC(CO)C(O)C1O (stereo unspecified)
  -3%	·	-2%	6%	1%	·	52	20%	0%
- COC(=O)N/N=C/c1ccc(-c2cc(Cl)ccc2Cl)o1
  21µM*	?	2%	?	-5%	-3%	-9	-2%	-9%

# The last three entries of the part above lead into the next:
# Each structure is followed by: KB-V1 cytotox	MCF10A rerep	HT1080 IDH1KD tx	KB-3-1 tox	ATXN2 expr inh	SW480 rereplic	IL-1B inflam inh	HT1080-NT tox	WRN helicase inh
- O=C(CCC(=O)Nc1ccc(F)cc1)N/N=C/c1cccnc1
  0%	5%	4%	12%	0%	-2%	0	7%	1%
- O=c1[nH]cc(F)c(=O)n1C1OC(CO)C(O)C1O (stereo unspecified)
  -3%	·	-2%	6%	1%	·	52	20%	0%
- COC(=O)N/N=C/c1ccc(-c2cc(Cl)ccc2Cl)o1
  21µM*	?	2%	?	-5%	-3%	-9	-2%	-9%
- O=C(N[C@@H](Cc1c[nH]c2ccccc12)C(=O)O)OCC1c2ccccc2-c2ccccc21
  -2%	11%	-7%	3%	2%	?	4	-4%	-13%
- C=CCNc1ncnc2c1ncn2[C@H]1CN(Cc2ccccc2)C[C@@H](COC(C)=O)O1
  -6%	·	9%	0%	12%	·	-27	1%	-2%
- COc1ccc(S(=O)(=O)Nc2ccc3oc4ncccc4c(=O)c3c2)cc1OC
  -2%	0%	-4%	-4%	-9%	0%	12	2%	?
- O=C(CN1CCN(C(=O)c2cc(C3CC3)nn2-c2ccccc2)CC1)Nc1ccc(F)cc1
  ?	·	-12%	-19%	·	·	?	4%	0%
- COc1ccccc1-c1csc(Nc2ccc(Oc3ccccc3)cc2)n1
  0%	·	1%	-11%	57%[activator]	·	7	4%	-8%
- CCCNC(=O)C1CCN(c2cc(-c3ccccc3)nc3ncnn23)CC1
  ?	-4%	4%	-6%	-26%[11.3 µM]	-8%	-4	7%	-2%
- COc1ccc(-n2c(SCC#N)nnc2-c2ccc(NS(=O)(=O)c3ccc(C)cc3)cc2)cc1
  ?	?	-6%	-27%	-16%	?	?	-2%	-14%
- Cc1cccc2nc(C(=O)Nc3cccc(C(=O)NC4CC4)c3)cn12
  2%	5%	13%	-18%	·	-9%	-18	7%	5%
- COC(=O)/C(=C/Nc1cccc2ccccc12)[N+](=O)[O-]
  5%	-1%	-3%	5%	16%	-2%	23	11%	-9%
- Cc1cnc(CN(C)C(=O)c2ccc3oc(Cc4ccc(Cl)cc4)nc3c2)[nH]1
  -2%	11%	-15%	-14%	-15%	-1%	2	-13%	0%[57.1 µM]
- CCC(=O)N1Cc2cc(C(=O)NCC(F)(F)F)nc(-c3cccc(-c4cncnc4)c3)c2[C@H]1CCO
  -6%	·	15%	19%	7%	·	-13	4%	-2%
- N#Cc1c(N)n(CCOC(=O)c2cccc([N+](=O)[O-])c2)c2nc3ccccc3nc12
  3%	-27%	-8%	12%	-12%	2%[9.22 µM]	-5	-20%	-20%
- CCOC(=O)/C(=C\c1ccc(OC(F)F)cc1)C1=Nn2c(nnc2-c2ccc(Cl)cc2)SC1
  0%	5.2µM*	3.7µM*	?	?	16µM*	-102*	5.8µM*	-35%
- Cc1cc(C)cc(NC(=O)Nc2ccc3c(c2)CCC3)c1
  15%	?	0%	-6%	1%	?	-8	0%	-1%
- C=CCNC(=O)/C(=C\C=C\c1ccccc1)NC(=O)c1ccc(OCCCC)cc1
  ?	0%	-7%	-3%	3%	8%	-7	-8%	-30%[57.1 µM]
- CC1CC(C)CN(c2nc3c(c(=O)n(C)c(=O)n3C)n2CCSc2ncccn2)C1 (stereo unspecified)
  -11%	1%	-1%	0%	6%	-27%	16	0%	0%
- CS(=O)(=O)c1ccc(C(=O)NC2CCCCC2)cc1
  -14%	-1%	0%	-6%	8%	-1%	-4	5%	8%
- COC(=O)c1ccc(-c2ccc(OC)c([C@H]3[C@H]4C=CC[C@@H](C)[C@@H]4C(=O)N3Cc3ccccc3)c2)cc1
  4%	6%	-2%	-21%	-8%	?	49	-1%	0%
- CCS(=O)(=O)c1ccc2c(c1)NC(=O)C(CCO)O2 (stereo unspecified)
  -3%	0%	2%	-2%	5%	-1%	3	4%	-7%
- COc1ccccc1CNC(=O)c1cccc(S(=O)(=O)N(C)c2ccccc2)c1
  1%	-7%	1%	-1%	-20%	-19%	-5	-7%	-3%
- Cn1c(/C=C/c2ccc(Br)cc2)nc2ccccc2c1=O
  6%	?	1%	1%	·	-3%	-14	9%	-2%
- CCOCCn1c(COc2ccc(C)cc2)nc2ccccc21
  16µM*	19%	1%	?	47%[activator]	104%	-23	7%	1%
- CC(C)(C)S(=O)N1Cc2cc(CO)cc(CCO)c2[C@H]1CCO (stereo partly specified)
  0%	-2%	10%	0%	4%	-20%	52	12%	5%
